High-throughput results: PubChem, The Scripps Research Institute Molecular Screening Center
OXTR potentiate – human OXTR potentiators, primary screen, fluorescence, CHO-OTR cells, Fluo-8 calcium; Fluo-8 calcium fluorescence, potentiator mode; 0% = oxytocin EC15, 100% = EC100; activation, % at 3 µM; hit rate 0.061% among 320,000;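 active = activation above that plate's cutoff, the mean activation of tested compounds plus 3 SD, cut at about 6.6% in these data, passing the limit was not always enough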;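 note: 100% uses oxytocin at 75 nM as the full agonist control; some results filed as inactive read as strong as hits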
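System: human OTR in CHO cells; Also added: sub-maximal oxytocin, roughly EC15; Timing: compound 6 min at room temperature before oxytocin, 100 s read; Technique: Fluo-8 intracellular calcium fluorescence, ex 470-495, em 515-575 nm; Controls: oxytocin EC15 low and EC100 high; Replication: singlicate.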
CHRM1 agonist – human M1 muscarinic receptor agonists, primary screen, Fluo-8 calcium fluorescence, CHO-K1 cells, HTS | CHO-K1 hM1, agonist mode; 0% DMSO, 100% acetylcholine EC100 | hit rate 0.33% among 360,000 | activation, % at 3 µM;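 active = activation above the run's mean compound activation plus 3 SD, cut at about 16% in these data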;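 note: peak over basal fluorescence ratio within a 140 s kinetic read after compound addition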
Target sequence (P11229 whole entry, looked up): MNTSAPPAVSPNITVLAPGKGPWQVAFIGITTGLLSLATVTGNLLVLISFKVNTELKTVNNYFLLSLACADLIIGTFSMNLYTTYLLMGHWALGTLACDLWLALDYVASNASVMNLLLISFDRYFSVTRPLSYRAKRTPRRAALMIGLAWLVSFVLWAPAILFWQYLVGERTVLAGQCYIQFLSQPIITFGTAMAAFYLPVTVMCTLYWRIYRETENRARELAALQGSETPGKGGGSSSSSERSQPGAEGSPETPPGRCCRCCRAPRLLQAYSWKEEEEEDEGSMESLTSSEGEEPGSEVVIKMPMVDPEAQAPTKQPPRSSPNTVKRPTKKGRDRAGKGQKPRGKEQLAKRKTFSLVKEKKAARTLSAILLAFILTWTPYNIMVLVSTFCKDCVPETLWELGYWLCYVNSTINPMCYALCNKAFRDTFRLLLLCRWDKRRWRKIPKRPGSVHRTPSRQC
CHRM1 PAM – human M1 muscarinic receptor positive allosteric modulators, primary screen, CHO-K1 cells, Fluo-8 calcium fluorescence, 1536-well; activation, % at 3 µM; hit rate 0.088% among 360,000; CHO-K1 hM1, ACh EC20; 0% = ACh EC20, 100% = maximal ACh; in the data active = activation above about 19%, passing the limit was not always enough
CHRM1 antagonist – human M1 muscarinic receptor antagonists, primary screen, CHO-K1 cells, Fluo-8 calcium fluorescence, 1536-well; Muscarinic acetylcholine receptor M1 (Homo sapiens), P11229; CHO-K1 hM1, ACh EC80 antagonist; inhibition, % at 3 µM; hit rate 1.3% among 360,000; AID 588852, 2011;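 active = percent inhibition above its own plate's cutoff, namely the mean of that plate's compound wells plus 3 SD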;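 note: peak over basal fluorescence ratio during 140 s after agonist addition; 0% = ACh EC80 plus DMSO and 100% = DMSO alone without agonist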
M4 antag – human M4 muscarinic receptor antagonists, primary screen, CHO cells, Fluo-8 calcium fluorescence; AID 624125, 2012; hit rate 0.73% among 360,000; CHO-hM4 cells, ACh EC80; Muscarinic acetylcholine receptor M4 (Homo sapiens), P08173; inhibition, % at 3 µM;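 active = inhibition above its plate's cutoff, the mean inhibition of sample wells plus 3 SD, cut at about 27% in these data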;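 note: 0% = acetylcholine EC80 with DMSO and 100% = DMSO without agonist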
Target sequence (P08173 whole entry, looked up): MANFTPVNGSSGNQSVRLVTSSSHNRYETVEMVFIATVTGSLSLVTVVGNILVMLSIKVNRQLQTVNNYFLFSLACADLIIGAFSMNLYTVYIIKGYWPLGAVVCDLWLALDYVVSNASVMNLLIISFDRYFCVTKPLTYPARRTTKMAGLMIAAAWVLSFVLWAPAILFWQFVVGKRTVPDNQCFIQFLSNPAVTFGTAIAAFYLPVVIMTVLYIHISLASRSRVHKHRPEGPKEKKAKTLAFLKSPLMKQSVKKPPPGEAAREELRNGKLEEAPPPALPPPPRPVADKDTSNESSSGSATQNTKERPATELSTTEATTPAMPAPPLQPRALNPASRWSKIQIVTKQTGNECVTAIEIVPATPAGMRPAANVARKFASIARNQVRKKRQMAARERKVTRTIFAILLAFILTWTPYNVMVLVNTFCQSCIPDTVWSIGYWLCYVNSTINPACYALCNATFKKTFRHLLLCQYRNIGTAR
CHO-K1 Ca ag – counter-screen for M1 agonists: effect in parental CHO-K1 cells. Fluo-8 calcium fluorescence; scaled to maximal ATP response, vehicle zero. activation, % at 3 µM. hit rate 0.48% among 360,000; in the data active = activation above about 15%;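 note: untransfected CHO-K1 host cells lacking M1 receptor as counterscreen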
CHO parental Ca – ATP-evoked calcium signal inhibitors, parental CHO, primary screen, counter-screen for OX1R antagonist project, cell-based, fluorescence, Fluo-8 calcium dye; hit rate 0.63% among 330,000; parental CHO-K1, ATP-induced calcium, Fluo-8 fluorescence; AID 463079, 2010; inhibition, % at 5.6 µM;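 active = inhibition above that plate's mean sample inhibition plus 3 SD, cut at about 26% in these data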;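 note: 0% = ATP-challenged DMSO wells and 100% = DMSO wells without ATP; some compounds past the cut are filed as inactive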
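Material – parental CHO cells · Reagent – ATP stimulus · Compound – single nominal dose of 5.6 µM per compound · Detection – Fluo-8 fluorescence · Read-out basis – percent inhibition of calcium signal · Controls – ATP-challenged DMSO wells low, unchallenged DMSO wells high · Repeats – no replicates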
CHO-K1 Ca antag – counter-screen for M1 antagonists: effect in parental CHO-K1 cells; ATP-induced calcium, Fluo-8 fluorescence; hit rate 0.6% among 360,000; inhibition, % at 3 µM; AID 602250;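 active = inhibition above a per-plate cutoff, the plate's mean sample inhibition plus 3 SD, cut at about 24% in these data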;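 note: 0% = DMSO plus EC80 ATP and 100% = DMSO alone without ATP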
CHRM4 agonist – human M4 muscarinic receptor agonists, primary screen, CHO-K1 cells, Fluo-8 calcium fluorescence; CHO-K1 hM4/Gqi5; vehicle 0%, full acetylcholine response 100%; Muscarinic acetylcholine receptor M4 (Homo sapiens), P08173; AID 624127, 2012; activation, % at 3 µM; hit rate 0.14% among 360,000;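 active = activation above the run mean over all test wells plus 3 SD, cut at about 32% in these data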;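 note: peak over basal fluorescence ratio per well then scaled between controls; 0% = DMSO wells and 100% = acetylcholine at EC100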
Active calls of the source: *; / = not tested or not shown.

SMILES	OXTR potentiate	CHRM1 agonist	CHRM1 PAM	CHRM1 antagonist	M4 antag	CHO-K1 Ca ag	CHO parental Ca	CHO-K1 Ca antag	CHRM4 agonist
CCC1CCCCN1Cc1ccc(OC)c(C)c1C (stereo unspecified)	-2	-12	0	-1	9	4.8	-10	-6	0
Nc1c(-c2ccc(Cl)cc2)cnn1-c1cccc(C(F)(F)F)c1	-5	-5	-7	2	9	0.5	7	-10	-2
N#CC/C(N)=N/NC(=O)CCCNc1ncc(C(F)(F)F)cc1Cl	6	-7	-14	22	1	4.9	-22	6	15
CCOc1ccccc1-c1nc(-c2ccc(NC(=O)Cc3ccccc3OC)cc2)no1	-13	-1	3	4	8	0.2	-1	-2	2
CC(=O)Nc1ccc(SCc2csc(C)n2)cc1	-7	-8	-2	2	18	0.7	-18	-9	0
Cc1cc(C(=O)N/N=C2\CCCC(C)C2)n[nH]1 (stereo unspecified)	0	-2	3	-3	-9	0.0	-2	-1	2
CCOC(=O)c1ccccc1NC(=O)COC(=O)CN1C(=O)NC2(CCCC2)C1=O	-6	-2	2	4	7	1.4	-7	10	6
CCOC(=O)CN(Cc1sccc1C)C(=O)Nc1ccc(OC)cc1OC	-7	-4	-8	4	13	0.4	-15	25*	1
Cc1ccc(C(=O)NC2CCN(C(=O)Nc3ccc(F)cc3)CC2)cc1	0	-4	8	-6	5	-0.1	-13	4	0
Cc1ccc([N+](=O)[O-])cc1NC(=O)c1ccc(C(C)(C)C)cc1	-5	-9	-20	10	-8	4.0	-4	-22	17
CCOC(=O)CC1(NC(=O)C2CCC(=O)N(C3CC3)C2)CCCCC1 (stereo unspecified)	-11	-3	4	3	-2	0.2	-4	0	0
CCC(C)NC(=O)CSc1nnc(-c2cc(OC)c(OC)c(OC)c2)c(-c2cc(OC)c(OC)c(OC)c2)n1 (stereo unspecified)	-6	-9	3	-8	-16	-0.5	-23	-10	0
CC(=O)c1ccccc1OCc1ccc(S(=O)(=O)Cc2ccccc2)cc1	-24	0	-8	0	3	7.7	-10	5	15
CCOC(=O)C1=C(N)Oc2cc(O)ccc2C1c1ccc(Br)cc1 (stereo unspecified)	-5	-3	-4	-5	5	1.5	-6	-5	0
CCc1csc(CNC(=O)C2CCC(=O)N(Cc3cccc(OC)c3)C2)n1 (stereo unspecified)	/	-4	11	-16	-2	-0.1	/	10	-1
Cc1ccccc1C(=O)N1CCC(C(=O)N2CCCc3ccccc32)CC1	-8	2	5	-1	-2	4.7	-13	-6	7
O=C(COc1ccccc1F)NNC(=O)c1cccc(-n2cccc2)c1	-8	-3	4	-5	-9	0.3	-8	-5	2
CN(Cc1nccs1)C(=O)CC1C(=O)NCCN1Cc1ccc(-c2ccccc2)cc1 (stereo unspecified)	-2	-4	4	6	0	2.4	-24	-7	3
O=C(CSc1nnc(-c2c[nH]c3ccccc23)o1)N(Cc1ccccc1)c1ccc(F)cc1	-12	-2	-7	19	22	1.8	17	-16	8
COc1ccc(CN2CCN(C(=O)c3ccc(S(=O)(=O)N4CCCCCC4)cc3)CC2)cc1	/	-2	-5	7	-8	8.2	/	8	13
Cc1cc(Cn2nc(-c3ccccc3C)cc2C(=O)O)on1	-2	-1	5	-2	-6	0.8	-3	-7	0
O=[N+]([O-])c1ccc(C2CCCC/C2=N\OCc2cccc(F)c2)c([N+](=O)[O-])c1 (stereo unspecified)	2	-5	-9	-1	2	0.5	-17	-3	-3
CSc1nccc(N2CCN(c3ccc(F)cc3)CC2)n1	-11	-3	1	-3	-11	5.0	-5	-9	7
CS(=O)(=O)N(CC(=O)Nc1cccc([N+](=O)[O-])c1)c1ccccc1	-12	-4	3	-1	-5	0.3	-6	15	1
Cc1ccc(C(=O)CC2(O)C(=O)N(Cc3ccccc3Cl)c3ccccc32)o1 (stereo unspecified)	-10	-4	2	1	-3	0.6	-26	-1	1
SMILES	OXTR potentiate	CHRM1 agonist	CHRM1 PAM	CHRM1 antagonist	M4 antag	CHO-K1 Ca ag	CHO parental Ca	CHO-K1 Ca antag	CHRM4 agonist
CC[C@]12c3[nH]c4cc(CCC(=O)N(C)C)ccc4c3CCN1C(=O)[C@@H](CC(=O)NC(C)(C)C)C[C@@H]2C(=O)N1CCN(C(=O)c2ccco2)CC1	/	-2	13	-17	-5	1.1	-8	5	7
Cc1ccnc(NC(=O)CCC(=O)N(CC(=O)NCc2ccccc2)Cc2ccc(F)cc2)c1	-4	2	18	-3	-14	1.9	-24	-1	10
O=C(NCC1CCCN(Cc2ccc3nonc3c2)C1)c1ccc(F)cc1 (stereo unspecified)	3	-6	2	-5	2	0.8	-9	-10	0
COc1cc(C(C)=O)ccc1OCC(=O)c1cc(C)n(C2CC2)c1C	-11	-2	1	-1	-5	0.3	-24	-1	1
CCC(C)NC(=O)C1CCN(S(=O)(=O)c2cccc3cccnc23)CC1 (stereo unspecified)	-8	0	10	-19	-11	1.3	-10	3	3
Cc1ccccc1Cn1ccc(NC(=O)c2cnn3c2NC(c2ccccc2)CC3C(F)(F)F)n1 (stereo unspecified)	4	-4	6	1	-26	0.5	8	-10	2
CC(=O)N1CCN(C(C)=O)c2ccccc21	/	-2	8	-12	0	0.4	/	-4	1
CC1(C)OC2OC3C(CN)OC(c4ccccc4)OC3C2O1 (stereo unspecified)	/	0	6	-10	-2	-0.3	/	-4	2
CCOC(=O)C1(C)NC(c2ccc(OC)c(OC)c2)C2C(=O)N(c3cccc(C(C)=O)c3)C(=O)C21 (stereo unspecified)	/	0	7	-6	-2	0.3	/	-5	1
COc1ccc(CCN(C)CCCC(C#N)(c2cc(OC)c(OC)c(OC)c2)C(C)C)cc1OC (stereo unspecified)	2	-6	2	-18	11	0.0	-18	-6	0
O=C(COC(=O)COc1ccc(Cl)cc1Cl)NC1CCCCCC1	-1	-3	2	-7	-11	-0.3	-10	-1	1
COc1ccc(C(=O)CC(=O)C(=O)Nc2ccc(Cl)cc2)cc1	-15	-4	11	-7	2	10	3	1	1
Cc1[nH]n(-c2ccccc2)c(=O)c1/C=N/c1ccccn1	-6	0	5	-11	2	0.3	-4	2	0
CCOC(=O)C1CCN(C(=O)C(C)Sc2nnc3ccccn23)CC1 (stereo unspecified)	-7	-1	1	-12	-20	0.1	1	-3	0
CCN(CC)S(=O)(=O)c1ccc(N2CCOCC2)c(NC(=O)CC2OC(=O)c3ccccc32)c1 (stereo unspecified)	-14	1	0	-13	-17	0.6	-10	-1	7
O=C(NC1CCCC1)C1CCN(C(=O)c2cccc(Cl)c2)CC1	-10	-1	13	-3	2	0.7	4	-2	1
CCn1cc(C(=O)NCc2ccco2)c(=O)c2cc(S(=O)(=O)N3CCC(C)CC3)ccc21	-4	-5	0	-3	-1	0.8	-6	4	0
Cc1ccc(NC(=O)Cn2ccsc2=N)cc1S(=O)(=O)N(C)C	-10	-6	5	-12	1	-0.5	-14	-7	0
CCOc1ccc(N2C(=O)C(CC(=O)Nc3ccc(F)cc3)N(Cc3ccccn3)C2=S)cc1 (stereo unspecified)	-20	-3	2	-10	1	2.0	-12	-12	4
CCOC(=O)C1(CCOC)CCN(CC(C)Cc2ccc3c(c2)OCO3)CC1 (stereo unspecified)	4	-9	-4	10	-14	0.7	-24	-4	1
O=C(CN1C2CCC1CC(NC(=O)C1CC1)C2)NCc1ccccc1 (stereo unspecified)	-8	-6	1	4	11	0.2	-4	-1	0
CN(C(=O)c1cccc(NC(=O)Cc2ccc(NC(=O)C3CCCN(C(=O)C4CCCCC4)C3)cc2)c1)C1CC1 (stereo unspecified)	/	-6	-3	6	-9	-0.2	/	-4	-1
CCCCCC(=O)N1C[C@H](n2cc(COC(=O)c3ccccc3)nn2)[C@@H](O)C[C@@H]1c1ccccc1	/	-3	9	-12	-6	-0.3	/	-2	1
Cc1ccc(S(=O)(=O)CC(=O)c2ccc(C)c([N+](=O)[O-])c2)cc1	-6	-3	2	-2	1	-0.1	-16	4	0
CCOC(=O)C1[C@H]2C(=O)N(CCCOC)C[C@]23C=C[C@H]1O3 (stereo partly specified)	2	-1	-6	4	11	0.0	2	-4	1
COc1cc(C(=O)O)cc(Br)c1OC1CCCC1	1	1	8	-3	7	0.0	-10	5	-2

Compound profiles (already shown).
Shown for `O=C(NCC1CCCN(Cc2ccc3nonc3c2)C1)c1ccc(F)cc1` (stereo unspecified) = OXTR potentiate: 3; CHRM1 agonist: -6; CHRM1 PAM: 2; CHRM1 antagonist: -5; M4 antag: 2; CHO-K1 Ca ag: 0.8; CHO parental Ca: -9; CHO-K1 Ca antag: -10; CHRM4 agonist: 0
Shown for `O=C(CN1C2CCC1CC(NC(=O)C1CC1)C2)NCc1ccccc1` (stereo unspecified) = OXTR potentiate: -8; CHRM1 agonist: -6; CHRM1 PAM: 1; CHRM1 antagonist: 4; M4 antag: 11; CHO-K1 Ca ag: 0.2; CHO parental Ca: -4; CHO-K1 Ca antag: -1; CHRM4 agonist: 0

For reference, part of the list above:
SMILES	OXTR potentiate	CHRM1 agonist	CHRM1 PAM	CHRM1 antagonist	M4 antag	CHO-K1 Ca ag	CHO parental Ca	CHO-K1 Ca antag	CHRM4 agonist
CCOC(=O)C1[C@H]2C(=O)N(CCCOC)C[C@]23C=C[C@H]1O3 (stereo partly specified)	2	-1	-6	4	11	0.0	2	-4	1
COc1cc(C(=O)O)cc(Br)c1OC1CCCC1	1	1	8	-3	7	0.0	-10	5	-2
